Source: PubChem (several laboratories)
PG9 Ab binder: binders of HIV-1 gp120 antibody PG9, primary screen, biochemical, TR-FRET; HIV-1 gp120 / PG9 antibody interaction; TR-FRET gp120-PG9 antibody binding; inhibition, % at 6.7 µM; 0.43% of 360,000 active; in the data active = inhibition above about 8.5%
ABHD4 inh: ABHD4 inhibitors, primary screen, biochemical, fluorescence polarization, mouse | (Lyso)-N-acylphosphatidylethanolamine lipase (Mus musculus), Q8VD66 | AID 720543, 2013 | 0.54% of 370,000 active | inhibition, % at 8.92 µM | purified mABHD4, FP-Rh probe fluorescence polarization;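 active = inhibition exceeding the mean over every tested compound plus 3 SD, cut at about 30% in these data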;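 note: 0% = plate median of compound wells and 100% = S159A mutant with DMSO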
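Test system: mABHD4 protein; Read-out basis: % inhibition; Incubation: 45 min + 60 min at 25 °C; Repeats: single replicate; Technique: fluorescence polarization with parallel and perpendicular emission, 525/598 nm; Compound: 8.92 µM, single dose; Benchmarks: full inhibition S159A mutant plus DMSO, zero as sample-well median.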
TCR-CD3 inh: inhibitors of human TCR-CD3 interaction, primary screen, biochemical, fluorescence, TAMRA-labeled TCR probe; T-cell receptor (TCR); AID 651800, 2012; 0.37% of 360,000 active; inhibition, % at 9.4 µM; in the data active = inhibition above about 19%;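 note: recombinant mutant TCR 2C K166C tagged with TAMRA read by polarization; 0% = receptor in buffer alone and 100% = receptor with positive control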
TDP2 absorb: human TDP2 enzyme inhibitors, primary screen, biochemical, epi absorbance, recombinant enzyme; T5PNP hydrolysis, p-nitrophenol absorbance 415 nm; inhibition, % at 12.8 µM; 0.34% of 370,000 active; AID 720702, 2013;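 active = inhibition above the mean of all tested compounds plus 3 SD, set per campaign, cut at about 25% in these data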;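 note: 0% = DMSO with enzyme and 100% = buffer with substrate but no TDP2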
Target sequence (O95551 whole entry, looked up): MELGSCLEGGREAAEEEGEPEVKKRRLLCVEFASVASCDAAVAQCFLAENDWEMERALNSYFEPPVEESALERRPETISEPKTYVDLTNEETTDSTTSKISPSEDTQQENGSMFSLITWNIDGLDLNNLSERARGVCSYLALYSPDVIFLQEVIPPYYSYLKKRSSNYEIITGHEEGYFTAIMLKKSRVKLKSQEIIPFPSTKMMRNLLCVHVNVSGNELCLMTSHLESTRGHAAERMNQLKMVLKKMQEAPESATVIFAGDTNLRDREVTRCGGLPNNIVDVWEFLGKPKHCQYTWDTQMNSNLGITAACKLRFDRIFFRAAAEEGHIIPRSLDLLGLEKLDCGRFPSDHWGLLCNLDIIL
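Test system: human TDP2 enzyme; Input: 120 nM TDP2 per well; Buffer or medium: Mg2+-containing Tris-HCl buffer, pH 7.5; Reagent: 5 mM T5PNP; Dosing: 12.8 µM single point, 1% DMSO; Incubation: reaction 2 h, 37 °C; Detection: p-Nitrophenol epi absorbance; Read-out: % inhibition relative to enzyme-containing and enzyme-free wells; Replicates: single well per compound.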
HTRA1 inh: HTRA1 serine protease inhibitors, primary screen, biochemical, fluorescence polarization, HTS; inhibition, % at 5.96 µM; recombinant HTRA1, FP-rhodamine activity-based probe; 0.5% of 340,000 active; Q92743; in the data active = inhibition above about 36%;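 note: 0% = enzyme with DMSO and 100% = wells lacking enzyme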
Rev-erbA mod: modulators of Rev-erb alpha DNA binding, primary screen, biochemical, FITC-DNA, fluorescence polarization, uHTS; Nuclear receptor subfamily 1 group D member 1 (Homo sapiens), P20393; Rev-erbα–FITC-DNA binding, 90 min; activity, % at 10 µM; 0.79% of 370,000 active;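 active = activity above about 14%, limit read from the data; passing the limit was not always enough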;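 note: 0% = DMSO wells with 35 nM protein and 100% = DMSO wells with 750 nM protein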
LEDGF integ inh: blockers of LEDGF/p75-dependent integrase strand transfer – biochemical, TR-FRET, high throughput, primary screen. HIV-1 integrase (with human LEDGF/p75). TR-FRET IN-LEDGF/p75 DNA integration, Eu/Cy5. inhibition, % at 3.7 µM. 0.64% of 370,000 active;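 active = inhibition above the screen-wide mean plus 3 SD, cut at about 13% in these data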;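 note: signal is the Cy5 over europium emission ratio at 671 and 618 nm; 0% = plate median of compound wells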
PRMT1 inh: PRMT1 methyltransferase inhibitors, primary screen, biochemical, fluorescence polarization | Protein arginine N-methyltransferase 1 (Homo sapiens), Q99873 | recombinant PRMT1, activity-based probe fluorescence polarization | inhibition, % at 2.79 µM | 1.3% of 370,000 active | AID 652257, 2013;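 active = inhibition above about 21% made by adding two undisclosed values, limit read from the data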
rCAG binder: binders of r(CAG) RNA repeats, primary screen, biochemical, fluorescence; r(CAG) RNA repeat, TO-PRO-1 dye displacement fluorescence; inhibition, % at 3 µM; 1.3% of 370,000 active; AID 651821, 2012;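 active = inhibition above the plate cutoff, the mean of all test compounds on that plate plus 3 SD, cut at about 35% in these data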;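 note: 0% = DMSO alone and 100% = 100 µM mitoxantrone as full dye displacement; higher means more dye released from RNA so lower well fluorescence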
SIAE inh: human SIAE inhibitors, primary screen, biochemical, fluorescence polarization, FP-Rh probe, 1536-well HTS | inhibition, % at 9.66 µM | 0.69% of 370,000 active | SIAE FP-Rh probe binding | Sialate O-acetylesterase (Homo sapiens), Q9HAT2;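 active = inhibition above a cutoff: mean of compounds within the control limits plus 3 SD of those, cut at about 17% in these data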;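 note: 0% = plate median of compound wells and 100% = probe without SIAE protein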
Target sequence (Q9HAT2 whole entry, looked up): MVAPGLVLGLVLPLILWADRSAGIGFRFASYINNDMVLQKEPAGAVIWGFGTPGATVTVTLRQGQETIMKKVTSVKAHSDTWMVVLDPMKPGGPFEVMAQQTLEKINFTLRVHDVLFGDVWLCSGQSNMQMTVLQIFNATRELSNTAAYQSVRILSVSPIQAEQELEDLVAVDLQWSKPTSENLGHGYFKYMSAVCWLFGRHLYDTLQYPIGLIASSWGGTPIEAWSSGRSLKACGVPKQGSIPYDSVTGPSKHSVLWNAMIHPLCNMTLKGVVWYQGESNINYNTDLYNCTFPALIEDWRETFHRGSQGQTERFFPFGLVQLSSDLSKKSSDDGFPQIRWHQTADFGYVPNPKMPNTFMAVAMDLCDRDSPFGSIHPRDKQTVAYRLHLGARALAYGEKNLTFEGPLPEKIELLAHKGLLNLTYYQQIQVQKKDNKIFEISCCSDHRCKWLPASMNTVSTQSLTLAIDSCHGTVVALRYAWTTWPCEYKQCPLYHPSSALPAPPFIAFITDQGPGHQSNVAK
Starred values were filed as active, the others as inactive. Not all compounds are listed. The share of hits here may be higher or lower than overall.

For COc1ccc([C@@H]2CC(=O)c3c(O)cc(O[C@@H]4OC(CO[C@@H]5OC(C)[C@H](O)[C@@H](O)[C@H]5O)[C@@H](O)[C@H](O)[C@H]4O)cc3O2)cc1O (stereo not given in full) the results were PG9 Ab binder 0.3, ABHD4 inh 3.8, TCR-CD3 inh -5.9, TDP2 absorb -7.2, HTRA1 inh -13.1, Rev-erbA mod 0.7, LEDGF integ inh -4.2, PRMT1 inh -1.2, rCAG binder 0.3 and SIAE inh 0.9.
`O=C(COC(=O)[C@@H]1CC(O)CN1S(=O)(=O)c1ccc([N+](=O)[O-])cc1)NC12CC3CC(CC(C3)C1)C2` (stereo not given in full) gave PG9 Ab binder -1.9, ABHD4 inh -0.7, TCR-CD3 inh 1.9, TDP2 absorb 4.2, HTRA1 inh 1.5, Rev-erbA mod -4.5, LEDGF integ inh 4.3, PRMT1 inh -1.2, rCAG binder -1.2 and SIAE inh -2.0.
Screening CCOCCCNC(=O)C(NC(=O)CNC(=O)c1ccccc1)c1ccc(C)cc1 (stereo not given) returned PG9 Ab binder -1.2, ABHD4 inh 6.3, TCR-CD3 inh -8.5, TDP2 absorb 7.1, HTRA1 inh 4.5, Rev-erbA mod -0.3, LEDGF integ inh 0.5, PRMT1 inh 2.1, rCAG binder -6.7 and SIAE inh -0.8.
`COC(=O)CSc1nc2cc(OC)ccc2n1C` gave PG9 Ab binder -1.3, ABHD4 inh -1.6, TCR-CD3 inh -2.4, TDP2 absorb 1.3, HTRA1 inh 0.0, Rev-erbA mod -3.8, LEDGF integ inh 2.0, PRMT1 inh -2.3, rCAG binder -0.5 and SIAE inh -2.9.
For CCOc1ccc(NC(=O)CSc2nnc(-c3ccncc3)n2CC2CCCO2)cc1 (stereo not given) the results were PG9 Ab binder 3.2, ABHD4 inh -8.7, TCR-CD3 inh -6.8, TDP2 absorb -8.7, HTRA1 inh 2.2, Rev-erbA mod 0.5, LEDGF integ inh -0.8, PRMT1 inh -1.0, rCAG binder -4.3 and SIAE inh -1.4.
`Cc1ccc(OCC(=O)Nc2ccc(N3CCOCC3)cc2)c([N+](=O)[O-])n1` gave PG9 Ab binder -1.3, ABHD4 inh 2.4, TCR-CD3 inh 4.2, TDP2 absorb 1.9, HTRA1 inh 7.1, Rev-erbA mod -4.9, LEDGF integ inh 3.5, PRMT1 inh -4.1, rCAG binder -3.3 and SIAE inh 3.5.
O=C(Cc1ccc(Br)cc1)NC1CCCCC1 was read as PG9 Ab binder 0.5, ABHD4 inh -12.2, TCR-CD3 inh 1.7, TDP2 absorb 0.0, HTRA1 inh -3.3, Rev-erbA mod -5.4, LEDGF integ inh 0.1, PRMT1 inh -3.1, rCAG binder -4.4 and SIAE inh -2.8.
Screening COc1ccccc1C(=O)Nc1ccc(C(=O)O)cc1 returned PG9 Ab binder -2.0, ABHD4 inh -5.0, TCR-CD3 inh 3.0, TDP2 absorb 1.8, HTRA1 inh 7.7, Rev-erbA mod -2.8, LEDGF integ inh -1.9, PRMT1 inh -1.1, rCAG binder 0.1 and SIAE inh 8.9.
`CCCCC(=O)NC1(C(F)(F)F)NC(=O)N(Cc2ccccc2)C1=O` (stereo not given) gave PG9 Ab binder -0.6, ABHD4 inh 0.4, TCR-CD3 inh -9.2, TDP2 absorb -4.7, HTRA1 inh 1.2, Rev-erbA mod -4.6, LEDGF integ inh 0.2, PRMT1 inh 1.4, rCAG binder -0.9 and SIAE inh 4.7.
Screening COC(=O)c1cc(NC(=O)CC2Oc3ccccc3NC2=O)cc(C(=O)OC)c1 (stereo not given) returned PG9 Ab binder -0.9, ABHD4 inh -6.5, TCR-CD3 inh -5.1, TDP2 absorb 6.5, HTRA1 inh -12.6, Rev-erbA mod -1.1, LEDGF integ inh -1.2, PRMT1 inh 3.9, rCAG binder -1.0 and SIAE inh -4.8.
For COc1ccc(Oc2ccc(N/C=C3\CCCC3=O)cc2)cc1 the results were PG9 Ab binder 2.2, ABHD4 inh -1.3, TCR-CD3 inh 5.3, TDP2 absorb 1.1, HTRA1 inh 3.5, Rev-erbA mod 1.3, LEDGF integ inh -0.9, PRMT1 inh 4.9, rCAG binder 3.2 and SIAE inh 2.9.
O=C(NCCO)c1nc(C(=O)c2ccccc2)c2ccccc2n1 was read as PG9 Ab binder 1.6, ABHD4 inh 1.0, TCR-CD3 inh 5.9, TDP2 absorb 6.1, HTRA1 inh -3.3, Rev-erbA mod -11.9, LEDGF integ inh 1.2, PRMT1 inh -2.0, rCAG binder -2.7 and SIAE inh -1.5.
O=C(NC1CCN(C(=O)N2CCOCC2)CC1)c1ccccc1 was read as PG9 Ab binder -2.4, ABHD4 inh 3.0, TCR-CD3 inh -2.9, TDP2 absorb 1.9, HTRA1 inh 8.2, Rev-erbA mod 3.4, LEDGF integ inh 2.3, PRMT1 inh -0.4, rCAG binder -1.0 and SIAE inh -3.8.
Screening Cc1cc(O)cc(=O)n1-c1cc(Cl)cc(Cl)c1 returned PG9 Ab binder 0.8, ABHD4 inh -10.3, TCR-CD3 inh -4.7, TDP2 absorb -0.6, Rev-erbA mod -2.1, LEDGF integ inh 5.1, PRMT1 inh -1.7, rCAG binder 5.8 and SIAE inh -0.3.
`Cc1csc(NS(=O)(=O)c2cccc([N+](=O)[O-])c2)n1` gave PG9 Ab binder -2.0, ABHD4 inh 6.5, TCR-CD3 inh -1.7, TDP2 absorb -2.3, HTRA1 inh 6.4, Rev-erbA mod -5.3, LEDGF integ inh -4.1, PRMT1 inh 5.8, rCAG binder 2.4 and SIAE inh -3.7.
`COC(=O)[C@@H]1C(c2ccccc2)(c2ccccc2)[C@@]1(C)C(=O)OC` gave PG9 Ab binder 0.0, ABHD4 inh 3.4, TCR-CD3 inh 1.5, TDP2 absorb 3.8, HTRA1 inh 0.4, Rev-erbA mod -0.2, LEDGF integ inh 0.7, PRMT1 inh -2.0, rCAG binder -6.5 and SIAE inh 2.6.
N#C[C@]1(S(=O)(=O)c2ccccc2)C[C@@H]2ON=C(c3cccc(Br)c3)[C@@H]2C1 was read as PG9 Ab binder -0.4, ABHD4 inh -24.4, TCR-CD3 inh -1.3, TDP2 absorb -10.4, HTRA1 inh -25.6, Rev-erbA mod 3.4, LEDGF integ inh -0.7, PRMT1 inh 4.1, rCAG binder 13.5 and SIAE inh -3.5.
C#CCNC(=O)C1=C[C@@H](C2CC2)[C@H](CCCO)[C@@H](OCC)O1 was read as PG9 Ab binder -0.3, ABHD4 inh -0.7, TCR-CD3 inh -1.9, TDP2 absorb 2.4, HTRA1 inh -3.3, Rev-erbA mod -0.5, LEDGF integ inh 2.3, PRMT1 inh 0.7, rCAG binder -4.1 and SIAE inh 6.5.
`CC(C)(C)NC(=O)C(c1ccc(O)cc1)N(C(=O)CCC(=O)Nc1nccs1)c1ccccc1F` (stereo not given) gave PG9 Ab binder 0.0, ABHD4 inh -0.6, TCR-CD3 inh -0.5, TDP2 absorb -3.3, HTRA1 inh 0.8, Rev-erbA mod 7.2, LEDGF integ inh -8.2, PRMT1 inh 3.3, rCAG binder -4.5 and SIAE inh -3.1.
`O=C(CN1CCCCC1)N1N=C(c2cccs2)CC1c1cccs1` (stereo not given) gave PG9 Ab binder -0.5, ABHD4 inh 2.0, TCR-CD3 inh -0.2, TDP2 absorb 4.5, HTRA1 inh -3.8, Rev-erbA mod 5.0, LEDGF integ inh -2.3, PRMT1 inh 1.3, rCAG binder -4.8 and SIAE inh 0.5.
For COC(=O)CNC(=O)Cn1ccc2ccccc2c1=O the results were PG9 Ab binder 1.4, ABHD4 inh 1.6, TCR-CD3 inh -7.0, TDP2 absorb 6.0, HTRA1 inh 7.8, Rev-erbA mod -0.6, LEDGF integ inh 4.3, PRMT1 inh 0.1, rCAG binder -0.7 and SIAE inh 7.3.
`CCC(CC)C(=O)NCCCCc1ccccc1` gave PG9 Ab binder -2.5, ABHD4 inh -1.7, TCR-CD3 inh 5.4, TDP2 absorb -1.5, HTRA1 inh 3.6, Rev-erbA mod -6.7, LEDGF integ inh 3.4, PRMT1 inh -0.1, rCAG binder -1.1 and SIAE inh 19.9*.
CCNc1nc(NCC)nc(SCCOC(=O)Nc2ccc(Cl)cc2Cl)n1 was read as PG9 Ab binder -1.2, ABHD4 inh -15.0, TCR-CD3 inh 0.8, TDP2 absorb 4.7, HTRA1 inh -51.5, Rev-erbA mod 2.3, LEDGF integ inh 2.5, PRMT1 inh -1.9, rCAG binder -5.0 and SIAE inh 1.5.
Cc1cccc(S(=O)(=O)N2CCC[C@H]2C(=O)N2CCC[C@@H]2C(=O)NCc2ccccc2)c1 was read as PG9 Ab binder -2.1, ABHD4 inh -4.4, TCR-CD3 inh 4.3, TDP2 absorb 1.6, Rev-erbA mod -2.4, LEDGF integ inh 0.7, PRMT1 inh -1.2, rCAG binder -1.5 and SIAE inh 3.4.
`CC(C)N(C[C@@H]1CSCCS(=O)(=O)N1)C(C)C` gave PG9 Ab binder -0.7, ABHD4 inh 3.2, TCR-CD3 inh -0.3, TDP2 absorb -0.9, Rev-erbA mod 1.9, LEDGF integ inh -0.4, PRMT1 inh -3.1, rCAG binder 1.1 and SIAE inh 5.2.
For O=C(O)c1cccc(Nc2nc(Nc3ccccc3)nc(N3CCCC3)n2)c1 the results were PG9 Ab binder 0.2, ABHD4 inh 0.5, TCR-CD3 inh 0.6, TDP2 absorb 1.6, HTRA1 inh 1.0, Rev-erbA mod -0.1, LEDGF integ inh -1.8, PRMT1 inh 3.0, rCAG binder 14.2 and SIAE inh -9.1.
`CC(=O)N1CCCc2ccccc21` gave PG9 Ab binder -0.7, ABHD4 inh -1.1, TCR-CD3 inh 2.2, TDP2 absorb 1.3, HTRA1 inh 3.6, Rev-erbA mod -0.5, LEDGF integ inh 0.7, PRMT1 inh -0.2, rCAG binder -1.3 and SIAE inh -0.9.
C/C(CC(=O)Nc1cc(C)ccn1)=N\NC(=O)C(=O)NC(C)C was read as PG9 Ab binder -1.0, ABHD4 inh -3.2, TCR-CD3 inh 2.8, TDP2 absorb 2.0, Rev-erbA mod -3.6, LEDGF integ inh -4.4, PRMT1 inh 1.9, rCAG binder -1.8 and SIAE inh -2.2.
